CCT chaperon mod: cytosolic chaperonin activity modulation | 360,000 tested, 0.3% active | activity change, % (concentration not given with the values), hits read low | purified chaperonin ATPase assay, HTRF ADP detection, 30 min; in the data active = activity change below about -30%; also: % is scaled to controls: 0 for no effect and ±100 for the full control effect
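ATPase activity: ADP formed was measured by HTRF Transcreener (665/615 nm ratio) after 30 min at 37 deg C with 10 uM ATP. Compounds screened at one 76 uM concentration against 40 or 20 nM TRiC in Tris pH 7.4/KCl/MgCl2/DTT buffer.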
TGFb SMAD3 inh: inhibitors of TGF-b signaling; HepG2 CAGA-GFP TGF-b/SMAD3 reporter, GFP fluorescence, 18 h; TGF-beta stimulated, 500 pg/mL final; Potency, µM (series often up to 46.1 µM), for the others: at the highest dose activity, negative = inhibition, actives largely listed as inhibitors; 410,000 tested, 1.2% active; also: potency is read from the fitted curve at half-maximal effect; % is scaled to controls: 0 for no effect and ±100 for the full control effect; nearly all actives have a fitted effect of over 65% in size
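HEPG2 CAGA-GFP, 1000 cells/well; 2 h settle, 37 C; cpd via pin tool; TGF-b 500 pg/mL final; 18 h, 37 C; GFP imaging ex488/em500-530; %Activity normalised to -TGF-b and +DMSO controls; CRC fit, curve class.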
Nrf2 ARE act: activates Nrf2 signaling. AREc32 ARE-luciferase reporter (MCF7-derived line), luminescence, 24 h. Potency, µM (doses to about 46.1 µM), inactives show top-dose activation, usual class: activators. 410,000 tested, 0.31% active. AID 624171; also: potency is read from the fitted curve at half-maximal effect; % of control where 0% means no effect; nearly all actives have a fitted effect of over 65% in size
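Reporter line AREc32 (ARE-Fluc), seeded overnight in OPTI-MEM with 5% FBS; compound pin-transferred, 24 hr at 37 deg C, 5% CO2; luminescent read-out.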
A549 viability: kills or reduces viability of A549 cells in Nrf2 counter-screen; Potency, µM (top dose mostly 46 µM), without a hit: top-dose activity change, negative = cytotoxicity, hits mostly inhibitors; 390,000 tested, 0.16% active; A549 ARE-Fluc cells, CellTiter-Fluor viability, 18-24 h; AID 504648; also: potency is read from the fitted curve at half-maximal effect; % is scaled to controls: 0 for no effect and ±100 for the full control effect
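A549 ARE-Fluc cells in 5% FBS OPTI-MEM, 5000 cells/well, rested 2 h then exposed to compounds in concentration-response for 18-24 h at 37 °C. Viability by CellTiter-Fluor fluorescence (Ex 405/Em 525) after 30 min; luciferase luminescence (BugLite, 15 min, RT) read afterwards.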
MmCpn inh: blocks the Methanococcus maripaludis chaperonin Mm-Cpn; purified Mm-Cpn ATPase, ADP Transcreener TR-FRET; Potency, µM (highest dose often 76.9 µM), for inactives: at the top dose activity, negative = inhibition, usual class: inhibitors; 330,000 tested, 0.031% active; also: potency is read from the fitted curve at half-maximal effect; % is scaled to controls: 0 for no effect and ±100 for the full control effect; nearly all actives have a fitted effect of over 80% in size
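Measured: ADP formation by purified Mm-CPN. Conditions: 25 nM protein, 10 uM ATP, Tris pH 7.4 with Mg2+, K+ and DTT, 37°C for 30 min. Detection: Transcreener HTRF after 30 min at room temperature.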
Nrf2 inh: Nrf2 pathway inhibition; 360,000 tested, 2.1% active; A549 ARE-Fluc reporter, luciferase luminescence, 18-24 h; Potency, µM (highest dose often 46 µM), without a hit: top-dose activity change, negative = inhibition, hits mostly inhibitors; also: potency is read from the fitted curve at half-maximal effect; % is scaled to controls: 0 for no effect and ±100 for the full control effect; nearly all actives have a fitted effect of over 60% in size
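A549 ARE_Fluc cells (5000/well, 5% FBS OPTI-MEM) pre-incubated 2 h, then treated with compounds 18-24 h at 37C/5% CO2 in concentration-response. CellTiter-Fluor viability read first; BugLite luciferase luminescence after 15 min at room temperature gives Nrf2 activity.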
EPAC2 agonist: activates human EPAC2 exchange factor; 360,000 tested, 0.079% active; Q8WZA2; EPAC2 activation, biochemical qHTS; response scale: 100% = 6.5 mM cAMP response; Potency, µM (highest dose often 154 µM), for inactives: at the top dose activation, actives largely listed as activators; also: potency is read from the fitted curve at half-maximal effect; nearly all actives have a fitted effect of over 50% in size
Target sequence (Q8WZA2 whole entry, looked up): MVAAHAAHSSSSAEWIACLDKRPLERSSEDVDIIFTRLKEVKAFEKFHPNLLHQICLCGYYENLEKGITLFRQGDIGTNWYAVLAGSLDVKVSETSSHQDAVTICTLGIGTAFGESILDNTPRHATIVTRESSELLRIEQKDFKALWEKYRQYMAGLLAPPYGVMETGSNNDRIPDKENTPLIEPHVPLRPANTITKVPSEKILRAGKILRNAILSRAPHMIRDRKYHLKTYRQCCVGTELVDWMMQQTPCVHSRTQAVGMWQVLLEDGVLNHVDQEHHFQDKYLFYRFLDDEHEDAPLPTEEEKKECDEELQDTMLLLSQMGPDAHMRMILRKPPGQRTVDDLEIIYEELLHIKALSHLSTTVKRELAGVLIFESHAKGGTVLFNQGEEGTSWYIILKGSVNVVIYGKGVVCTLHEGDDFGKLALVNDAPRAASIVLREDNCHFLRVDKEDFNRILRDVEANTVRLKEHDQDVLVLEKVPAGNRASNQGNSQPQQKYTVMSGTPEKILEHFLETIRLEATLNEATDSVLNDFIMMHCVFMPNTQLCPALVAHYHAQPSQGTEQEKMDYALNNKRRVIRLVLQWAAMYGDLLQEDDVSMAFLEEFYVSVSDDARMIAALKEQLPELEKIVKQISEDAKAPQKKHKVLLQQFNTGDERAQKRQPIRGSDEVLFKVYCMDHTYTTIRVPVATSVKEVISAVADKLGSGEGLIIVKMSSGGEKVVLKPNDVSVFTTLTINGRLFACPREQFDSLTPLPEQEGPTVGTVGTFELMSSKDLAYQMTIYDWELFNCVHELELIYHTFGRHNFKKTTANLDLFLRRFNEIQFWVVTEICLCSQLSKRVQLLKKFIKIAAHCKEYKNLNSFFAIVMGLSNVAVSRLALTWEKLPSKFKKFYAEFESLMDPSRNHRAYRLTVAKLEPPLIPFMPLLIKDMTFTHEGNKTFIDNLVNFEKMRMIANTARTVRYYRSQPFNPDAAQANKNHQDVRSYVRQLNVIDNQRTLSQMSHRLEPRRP
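EPAC2 (100 nM) mixed with Rap1B loaded with BODIPY-GDP (250 nM) plus 50 uM unlabeled GDP; compounds pinned in, 5 min RT, then read every 5 min for 30 min (ex 480, em 540 nm). Normalized to cAMP control.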
Akt phos inh: blocks phosphorylation of Akt | Neuro2A IGF-stimulated pAkt S473 HTRF, 20 min; hits give low values | activity change, % for hits at 50 µM | 360,000 tested, 0.32% active | AID 651550; in the data active = activity change below about -80%; inconclusive = mostly about -51% to -80%; also: % is scaled to controls: 0 for no effect and ±100 for the full control effect
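Neuro2A cells in DMEM with 0.5% FBS, overnight at 37 deg C, given compound at single 50 µM final, then IGF (6 nM final) for 20 min at 37 deg C. Lysed; phospho-Akt Ser473 by HTRF after 24 h, 665/615 ratio.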
EPAC2 antagonist: blocks human EPAC2 exchange factor. EPAC2 GEF exchange of Rap1B-BODIPY-GDP, fluorescence. Potency, µM (highest dose often 114 µM), for inactives: at the highest dose activity, negative = inhibition, actives largely listed as inhibitors. 360,000 tested, 0.18% active. AID 720708; also: potency is read from the fitted curve at half-maximal effect; % is scaled to controls: 0 for no effect and ±100 for the full control effect; nearly all actives have a fitted effect of over 45% in size; many of its hits are not listed in these tables
* = called active by the depositor; i = inactive; ? = inconclusive; . = not tested or not shown; [ ] = dose if it differs, or a comment. Unless noted, calls follow the shape of the dose curve; as a rule, active = well fitted curve in the direction sought with a large enough effect; inconclusive = small, poorly fitted or top-dose-only effect, or another doubt; inactive = no such curve, though single readings can be large; an effect the other way counts as inactive or inconclusive. These rows are one share of the data. The share of hits here may be higher or lower than overall.

SMILES	CCT chaperon mod	TGFb SMAD3 inh	Nrf2 ARE act	A549 viability	MmCpn inh	Nrf2 inh	EPAC2 agonist	Akt phos inh	EPAC2 antagonist
CCOc1ccc(Nc2oc(-c3cccc(Cl)c3)nc2C#N)cc1	1.5	-5%	2.8%	?	-1%	?	-2%	i	-5%
Cc1c(/C(O)=C2\C(=O)C(=O)N(CCCN(C)C)C2c2ccco2)cnn1-c1ccccc1 (stereo not drawn)	1.2	-13%	-0.2%	-5%	.	-11%	2%	i	5%
Cc1[nH]n(-c2ccccc2)c(=O)c1C=Nc1ccc(S(=O)(=O)N=C(N)N)cc1	-2.9	-4%	1.6%	12%	-1%	5%	-4%	i	2%
Cc1cc(C)nc(NNS(=O)(=O)c2ccc(Cl)cc2)n1	1.2	0%	0.4%	2%	0%	9%	5%	i	17%
Cc1ccc(C)c(NC(=O)CCN2CCN(C)CC2)c1	-1.3	23%	-0.5%	2%	0%	4%	-4%	i	2%
CC1(C(=O)NCCc2c[nH]c3ccccc23)CCN1CC1CCCCC1 (stereo not drawn)	-3.3	?	-0.8%	.	.	.	1%	i	?
Cc1cccc(NC(=O)c2ccccc2O)c1C	2.6	-24%	7.9%	-16%	0%	?	0%	i	4%
O=c1[nH]cnc2c1ccn2C1OC(CO)C(O)C1O (stereo not drawn)	-1.3	?	0.3%	-5%	.	?	4%	i	8%
CN(C)S(=O)(=O)c1cccc(NC(=O)COC(=O)CNC(=O)c2cccc([N+](=O)[O-])c2)c1	-0.3	6%	-0.3%	5%	1%	22%	6%	i	2%
CN(CC(=O)Nc1ccccc1N1CCOCC1)CC(=O)Nc1ccc(F)c(F)c1F	-3.4	-3%	-1.0%	-1%	0%	-8%	5%	i	-6%
Nc1ccc2nc(C(F)(F)F)[nH]c2c1	0.7	-6%	0.1%	-1%	0%	-13%	11%	i	12%
COc1ccc([C@@H]2Sc3ccccc3NC(=O)[C@@H]2O)cc1	0.2	4%	-1.4%	0%	.	7%	2%	i	-6%
COc1ccccc1OCCCn1c(-c2ccc(Cl)cc2)nc2ccccc2c1=O	.	-6%	-0.1%	-4%	.	7%	.	.	.
CC1CCCN(Cc2ccc(OCc3ccccc3)cc2)C1 (stereo not drawn)	-0.4	-4%	0.3%	-1%	-1%	8%	9%	i	21%
Cc1cccn2c(=O)c3cc(C(=O)NC4CCCCC4)c(=N)n(Cc4ccccc4)c3nc12	0.2	-1%	0.0%	-15%	0%	-20%	-13%	i	?
O=C(CSc1nc2c(cnn2-c2ccccc2)c(=O)[nH]1)N1N=C(c2cccs2)CC1c1ccc(F)cc1 (stereo not drawn)	-0.5	-14%	1.0%	-2%	1%	-4%	3%	i	-18%
Nc1ccc(Sc2cnn(-c3ccccc3)c(=O)c2Cl)cc1	0.1	2%	16µM*	-6%	-2%	4%	9%	i	-1%
O=c1oc(-c2ccc(Cl)cc2[N+](=O)[O-])nc2ccccc12	-2.5	-2%	1.3%	.	.	.	0%	i	3%
CCOC(=O)c1c(/N=C/N(C)C)sc(C=O)c1-c1ccccc1	-1.5	-1%	-0.8%	6%	-7%	9%	0%	i	10%
CCn1c(=O)c(CCC(=O)NCC2CCCO2)c(C)c2c(C)nn(-c3ccccc3)c21 (stereo not drawn)	-2.7	-7%	0.3%	-8%	-2%	?	-4%	i	0%
Cc1[nH]c(=O)[nH]c(=O)c1S(=O)(=O)N1CCCC1	-1.6	-6%	-0.2%	8%	0%	.	1%	i	-2%
Cc1ccc(CCNC(=O)C2CCN(S(=O)(=O)c3cccc4nsnc34)CC2)cc1	-0.3	-11%	0.1%	8%	0%	-10%	-11%	i	20%
COc1ccc(-c2coc3c2c(C)cc2oc(=O)c(C)c(C)c23)cc1	.	-3%	-0.5%	1%	.	17%	.	.	.
COc1ccc(-c2nnc(-c3cccnc3)o2)cc1	0.2	19%	0.3%	-23%	-1%	5%	3%	i	2%
Cc1ccc(Nc2nc(N3CCOCC3)nc(N3CCOCC3)n2)cc1C	0.0	32%[activator]	6.6%	?	3%	-18%	-1%	.	-13%

Reprinted from the part before: two compounds; new compounds follow.
SMILES	CCT chaperon mod	TGFb SMAD3 inh	Nrf2 ARE act	A549 viability	MmCpn inh	Nrf2 inh	EPAC2 agonist	Akt phos inh	EPAC2 antagonist
COc1ccc(-c2nnc(-c3cccnc3)o2)cc1	0.2	19%	0.3%	-23%	-1%	5%	3%	i	2%
Cc1ccc(Nc2nc(N3CCOCC3)nc(N3CCOCC3)n2)cc1C	0.0	32%[activator]	6.6%	?	3%	-18%	-1%	.	-13%
CCCCN(C(=O)NC(=O)Nc1nc2ccc(OC)cc2s1)S(C)(=O)=O	-0.9	0%	27%	3%	-1%	?	14%	i	2%
COCCN(C(=S)Nc1cc(C)cc(C)c1)C(C)c1cccnc1 (stereo not drawn)	-1.1	0%	-0.7%	13%	-1%	10%	-9%	i	7%
COCCc1ncc(CN2CCCC(C(=O)Nc3cccc(-c4cccc(C)c4)c3)C2)cn1 (stereo not drawn)	-1.2	-15%	5.6%	-3%	-1%	-11%	12%	i	-12%
O=C(O)CCn1c(-c2ccccc2)cc2ccccc21	0.4	29%	-0.6%	0%	1%	-3%	0%	i	-7%
O=C1NN(c2ccc(F)cc2)C(=O)/C1=C/c1cccs1	-3.0	3%	-0.5%	1%	3%	-1%	9%	i	4%
CCCCCCCOc1ccc(-c2ccc(C#N)cn2)cc1	-0.3	14%	0.6%	1%	-2%	-22%	-3%	i	-1%
O=C1CC(Nc2ccccc2)C(=O)N1c1ccc(N2CCOCC2)cc1 (stereo not drawn)	0.8	-5%	-0.2%	9%	-1%	-2%	4%	i	-2%
CN(CCc1ccccn1)S(=O)(=O)c1ccc(F)cc1	-2.9	?	0.0%	2%	0%	.	-5%	i	-3%
COC(=O)c1cc2ccccc2c(-c2c(O)ccc3ccccc23)c1O	2.0	?	-0.5%	-1%	1%	2%	13%	i	-2%
Brc1ccc(Oc2ncc(CN3CCOCC3)s2)cc1	0.8	-13%	3.1%	-1%	0%	?	-2%	.	5%
FC(F)(F)c1ccnc(Sc2n[nH]c(C(F)(F)F)n2)c1	-2.5	-3%	-0.1%	0%	1%	?	2%	i	-19%
Nc1cccc(P(=O)(c2ccccc2)c2ccccc2)c1	-1.3	8%	0.2%	3%	-2%	9%	1%	i	8%
Cc1nn(-c2ccccc2)c(N)c1C(O)(CC(=O)C(F)(F)F)C(F)(F)F (stereo not drawn)	2.3	-2%	-0.4%	5%	0%	16%	-24%	i	-1%
CN1C(=O)CSc2ccc(NC(=O)Nc3ccccn3)cc21	-4.4	?	8.4%	-5%	-2%	?	9%	i	-2%
COC(=O)C1C2C=CC3(CN(Cc4cccs4)C(=O)C13)O2 (stereo not drawn)	-3.9	3%	-0.8%	1%	0%	12%	-1%	i	-25%
CC(=O)Nc1ccc(NC(=O)COC(=O)c2ccc(S(=O)(=O)N(C)c3ccccc3)cc2)cc1	0.7	-1%	-0.2%	1%	.	5%	-1%	i	-20%
CCOC(=O)c1c(C)n(C)c2ccc(OC)c(NC(=O)CCN3CCSCC3)c12	-1.0	2%	-0.1%	?	0%	19%	1%	i	-6%
COc1ccc(-c2nc3c(n2O)CCCC3=O)cc1OC	-2.4	-22%	0.1%	1%	-1%	16%	4%	i	3%
NC(=O)c1ccccc1N	0.1	0%	-0.5%	-1%	.	0%	3%	i	8%
CS(=O)c1nc(-c2ccc(Br)cc2)cc(-c2ccccc2)c1C#N (stereo not drawn)	-6.3	-8%	0.1%	?	-2%	15µM*	24%	i	-6%
CC(C)CN(CC(C)C)C(=O)Cc1coc2ccc3ccccc3c12	-2.7	?	0.0%	4%	.	-24%	-2%	i	-1%
Cc1cc(NC(=O)CC#N)n(-c2nc3ccccc3[nH]2)n1	-7.8	-29%	11%	6%	-2%	1%	11%	i	2%
O=C(O)CCCC(=O)Nc1cccc([N+](=O)[O-])c1	-1.0	8%	-0.1%	4%	0%	0%	2%	i	21%
CCc1c(C)nc(SCC(=O)c2ccc(C)c(C)c2)[nH]c1=O	3.0	-4%	4.7%	2%	0%	1%	-6%	i	3%
O=C(CNC1CCCC1)Nc1ccc(N2CCCCCC2)cc1	-0.4	12%	8.9%	-2%	-3%	7%	-1%	i	-8%

Going on with the list:
SMILES	CCT chaperon mod	TGFb SMAD3 inh	Nrf2 ARE act	A549 viability	MmCpn inh	Nrf2 inh	EPAC2 agonist	Akt phos inh	EPAC2 antagonist
CCC(=O)Nc1ccc(-c2nc3ncccc3o2)cc1C	.	2%	3.8%	-9%	.	3%	.	.	.
CC(OC(=O)c1ccccc1O)C(=O)Nc1cccc(Cl)c1 (stereo not drawn)	-1.3	-13%	5.1%	0%	-2%	13%	-2%	i	-3%
COC(=O)c1sc(NC(=O)COc2cccnc2[N+](=O)[O-])c(C(=O)OC)c1C	-20	-1%	-0.5%	-11%	-2%	-12%	7%	i	6%
Cc1ccc(C(=O)N2CCC(C(=O)Nc3cccc([N+](=O)[O-])c3)CC2)cc1	-1.1	-16%	22%	1%	2%	19%	2%	i	0%
CCc1ccc(N(C(=O)c2ccco2)C(C(=O)NC2CCCC2)c2ccco2)cc1 (stereo not drawn)	-2.1	3%	-0.3%	-11%	.	2%	9%	i	?
CC(C)c1ccc(C(O)Cc2nc3ccccc3n2C)cc1 (stereo not drawn)	-1.9	41%[activator]	2.5%	14%	1%	?	10%	i	0%

Bioassay records deposited in PubChem BioAssay by National Center for Advancing Translational Sciences (NCATS).
